hcDAF12 agonist – H. contortus DAF-12 activation, primary screen; HEK293 hcDAF-12 lit1-tk-luc reporter, luminescence; 0% DMSO, 100% Δ7-dafachronic acid; activation, % at 6.8 µM; 1.4% of 370,000 active;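 active means activation above the mean of all tested compounds plus 3 SD, cut at about 5.5% in these data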;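 further: 100% = response to 3 µM Δ7-dafachronic acid high control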
PLCb3 inh – blocks human PLC-beta3 enzyme activity. Q01970. Purified PLC-beta3, fluorogenic substrate, fluorescence. inhibition, % at 12.2 µM. 0.18% of 370,000 active. AID 720704; in the data active means inhibition above about 11%;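 further: 0% = median of compound wells on plate and 100% = full blocker control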
SMARCA2 act – increases SMARCA2 function in MMTV reporter cells | MG213 cells, MMTV-luciferase reporter, dexamethasone, overnight | activation, % at 9.1 µM | 1% of 370,000 active; in the data active means activation above about 7.8%;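 further: 0% = vehicle wells and 100% = reference activator wells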
DAX1 inh-1 – DAX1 (NR0B1) inhibition, primary screen. HEK293T StAR-luciferase reporter, SF-1/DAX-1 repression relief. inhibition, % at 6.8 µM. 1.1% of 370,000 active. AID 652010;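 active means inhibition above the mean over all tested compounds plus 3 SD, cut at about 3.6% in these data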;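 further: 0% = DAX-1 cells with DMSO and 100% = cells lacking DAX-1 with DMSO; higher inhibition means more luminescence from relief of DAX-1 repression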
hgDAF-12 ag – activates the H. glycines DAF-12 receptor ligand-binding domain | AID 687014 | HEK293 GAL4-hgDAF12 UAS-luciferase reporter, agonist luminescence; normalized to butyrate control | activation, % at 6.8 µM | 1.8% of 370,000 active;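 active means activation above a cutoff set at the mean of all screened compounds plus 3 SD, cut at about 10% in these data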;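 further: 0% = DMSO wells and 100% = sodium butyrate wells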
PG9 binder – PG9 antibody binding by small molecule; TR-FRET gp120-PG9 antibody binding; inhibition, % at 6.7 µM; 0.43% of 360,000 active; AID 624416; in the data active means inhibition above about 8.5%
DAX1 inh-2 – inhibits human nuclear receptor DAX1. P51843. HEK293 Gal4-DAX1 luciferase reporter, luminescence. inhibition, % at 6.75 µM. 0.99% of 340,000 active. AID 504766;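 active means inhibition above the mean over all tested compounds plus 3 SD, cut at about 4.2% in these data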;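 further: 0% = DAX1-transfected cells with DMSO and 100% = empty-vector control cells with DMSO; inhibition shows as a rise in luminescence from relieved DAX1 repression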
Target sequence (P51843 207-470 limits assumed): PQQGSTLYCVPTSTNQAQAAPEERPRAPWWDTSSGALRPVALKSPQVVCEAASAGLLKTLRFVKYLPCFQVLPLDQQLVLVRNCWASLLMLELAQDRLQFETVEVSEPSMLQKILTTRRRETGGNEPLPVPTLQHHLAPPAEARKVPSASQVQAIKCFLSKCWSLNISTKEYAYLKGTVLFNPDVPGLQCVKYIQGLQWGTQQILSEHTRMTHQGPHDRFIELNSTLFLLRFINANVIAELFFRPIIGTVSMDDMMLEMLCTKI
ssDAF12 agonist – activates DAF-12 receptor from parasite S. stercoralis; HEK293 ssDAF-12/GRIP1 lit1-tk-luc reporter, luminescence; % of 3 µM dafachronic acid response; activation, % at 6.8 µM; 1% of 370,000 active; AID 652126;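 active means activation above the mean over all tested compounds plus 3 SD, cut at about 0.9% in these data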;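 further: 0% = DMSO-only wells and 100% = 3 µM delta7-dafachronic acid wells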
FXN GAA850 act – increases GAA850 frataxin promoter reporter activity; HEK293 lucGAA850 FXN promoter luciferase reporter, 24 h; percent of 10 µM SAHA response; activation, % at 6 µM; 0.56% of 360,000 active; AID 540364;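 active means activation above the average of all compounds screened plus 3 SD, cutoff fixed separately per campaign, cut at about 7.5% in these data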;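 further: 0% = DMSO wells and 100% = 10 µM SAHA wells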
HGIII-sPLA2 inh – Blocks human group III sPLA2 activity | Q9NZ20 | inhibition, % at 12.2 µM | 0.56% of 370,000 active | QFRET BODIPY PC-A2 liposome hydrolysis, fluorescence;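 active means inhibition above mean plus 3 SD of compounds lying within the high and low control bounds, cut at about 19% in these data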;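 further: 0% = median of test compound wells and 100% = no enzyme DMSO wells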
Target sequence (Q9NZ20 whole entry, looked up): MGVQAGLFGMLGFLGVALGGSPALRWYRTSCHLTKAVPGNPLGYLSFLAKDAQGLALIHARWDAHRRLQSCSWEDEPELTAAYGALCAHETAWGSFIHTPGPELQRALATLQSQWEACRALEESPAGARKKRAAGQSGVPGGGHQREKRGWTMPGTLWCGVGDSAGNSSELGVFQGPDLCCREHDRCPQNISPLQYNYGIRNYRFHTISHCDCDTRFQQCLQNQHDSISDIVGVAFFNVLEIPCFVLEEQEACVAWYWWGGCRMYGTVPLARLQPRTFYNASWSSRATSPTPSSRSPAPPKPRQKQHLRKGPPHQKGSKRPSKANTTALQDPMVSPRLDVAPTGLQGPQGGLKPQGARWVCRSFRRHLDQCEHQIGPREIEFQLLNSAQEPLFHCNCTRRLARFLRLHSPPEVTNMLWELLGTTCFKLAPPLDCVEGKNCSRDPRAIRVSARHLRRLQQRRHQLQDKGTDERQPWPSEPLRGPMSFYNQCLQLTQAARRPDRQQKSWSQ
NR1D1 modulator – modulators of human Rev-erb alpha DNA binding. P20393. Rev-erbα–FITC-DNA binding, fluorescence polarization, 90 min. activity, % at 10 µM. 0.79% of 370,000 active. AID 1259318;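 active means activity above about 14%, limit read from the data; passing the limit was not always enough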;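 further: 0% = DMSO wells with 35 nM protein and 100% = DMSO wells with 750 nM protein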
Active calls of the source: *; i = inactive; · = no result given.

SMILES	hcDAF12 agonist	PLCb3 inh	SMARCA2 act	DAX1 inh-1	hgDAF-12 ag	PG9 binder	DAX1 inh-2	ssDAF12 agonist	FXN GAA850 act	HGIII-sPLA2 inh	NR1D1 modulator
Cc1ccc2[nH]c3c(=O)n(CC(=O)NCCCN(C)Cc4ccccc4)ncc3c2c1	0.3	-3	0	0.3	-1.2	-1.2	0.3	-1.6	-1.4	-5	0
O=C(c1cccc(C(F)(F)F)c1)C1CCCN(C(=O)CCCn2cncn2)C1 (stereo unspecified)	-1.4	-2	-2	-0.7	-2.4	-1.0	-0.6	-1.8	3.4	6	-3
CN1CCCN(C(=O)Cc2c(Cl)cccc2Cl)c2nc3ccccc3nc21	-1.6	-83	-1	-1.0	-2.5	1.6	-1.3	-0.9	2.2	-10	7
C/C(=N\NC(=O)c1ccco1)c1ccc(-c2ccccc2)cc1	1.5	-4	2	1.3	13*	-1.4	1.6	0.0	1.9	-3	-1
CCc1nnc(NC(=O)c2ccc(S(=O)(=O)NCC(C)C)cc2)s1	0.6	-15	1	0.5	1.6	-0.7	-0.5	-0.8	1.4	2	2
CC(=O)N1N=C(c2ccccc2)CC1c1cn(Cc2ccccc2)c2ccccc12 (stereo unspecified)	-3.9	-6	-4	-1.0	-2.2	-0.8	-0.2	-1.2	-1.2	6	0
COc1ccc(C)cc1NC(=O)CCS(=O)(=O)c1ccc2c(c1)oc(=O)n2C	-1.2	-3	-1	0.1	1.4	-0.1	0.3	-0.3	1.3	-7	0
N#Cc1cc([N+](=O)[O-])ccc1NCCCn1ccnc1	0.3	-2	1	0.1	0.2	0.9	-0.3	-1.0	3.4	-6	-5
COc1ccc(-c2cc(-c3ccccc3)no2)cc1	11*	2	4	4.0*	11*	-0.4	-0.5	0.9*	0.7	-1	-1
Cc1cccc(N2C(=O)C3CCC(c4ccccc4)CC3C2=O)c1 (stereo unspecified)	-1.9	4	-3	0.2	-2.6	-0.1	-1.2	-1.6	1.7	-2	4
CNc1nc(OCC(F)(F)F)nc(N2CCOCC2)n1	-0.7	0	3	0.2	0.3	-1.5	0.3	-0.9	2.2	-2	-9
COCCn1nc2cc(C(=O)NCc3cc(C(F)(F)F)cc(C(F)(F)F)c3)ccc2c1OC	-2.9	i	0	-0.7	-1.4	0.7	0.8	-1.8	-0.4	-5	-7
CCOc1ccc(CCNC(=O)CN2C(=O)NC(CCSC)C2=O)cc1OCC (stereo unspecified)	-1.3	3	-1	0.4	-0.9	-0.2	1.0	-1.6	0.9	-4	1
COc1ccc(Br)c(C(=O)OCC(=O)NC(=O)NC2CCCC2)c1	-0.3	-5	1	-2.8	-0.9	0.5	0.4	-1.5	1.5	-19	2
COc1ccccc1C(=O)NC(=O)COC(=O)c1nc2nc(C)cc(C)n2n1	-2.0	-1	6	0.4	-1.6	-1.8	-1.1	-0.8	2.4	1	-3
COc1ccc(OC)c(C2CC(=O)C(C)C(c3cc(OC)ccc3OC)N2)c1 (stereo unspecified)	1.2	-2	-1	-0.4	-0.3	0.2	1.2	-1.4	2.2	5	3
COc1ccc(C(O)c2nc(-c3ccc(OC)c(OC)c3)cs2)cc1 (stereo unspecified)	-1.9	1	0	-0.9	-2.7	-3.3	·	-1.8	2.7	-9	-6
O=C(Nc1ncccc1O)c1ccc(S(=O)(=O)NCc2ccco2)cc1	0.1	-2	-1	4.3*	21*	0.0	3.9	-0.3	5.7	-5	-4
CCC(=O)Nc1ccc(S(=O)(=O)Nc2cc(C)on2)cc1	-0.5	5	5	-0.1	-2.4	-1.5	0.3	-1.3	-2.5	0	5
CC1=C(C(=O)OC(C)C)C2(O)C(=O)c3ccccc3C2(O)N1 (stereo unspecified)	0.6	0	-5	-1.3	-2.4	0.6	-1.9	-0.7	2.4	2	1
CC(C)(O)CC[C@H](OC(=O)c1ccccc1)[C@](C)(O)[C@H]1CC[C@@]2(O)C3=CC(=O)[C@@H]4C[C@@H](O)[C@H](O)C[C@]4(C)C3CC[C@]12C (stereo partly specified)	4.4	-1	2	-0.1	0.5	-1.9	0.3	-1.4	3.2	0	0
Cc1ccc2oc(-c3ccccc3C(=O)O)cc(=O)c2c1	0.2	-8	-4	0.4	0.4	-0.3	-0.6	-1.1	-0.7	11	0
O=C(CSc1nc(-c2ccc(Cl)cc2)cs1)Nc1cccc([N+](=O)[O-])c1	-2.6	2	-2	-0.2	5.0	-0.9	-2.0	-1.7	4.7	-17	7
O=C(COC(=O)c1cc(Br)ccc1O)c1ccc(F)cc1	-1.7	-3	-2	0.1	-2.2	-38	0.6	-1.1	-1.2	-8	6

In the list so far, these contain a furan ring, fused or not.
SMILES	hcDAF12 agonist	PLCb3 inh	SMARCA2 act	DAX1 inh-1	hgDAF-12 ag	PG9 binder	DAX1 inh-2	ssDAF12 agonist	FXN GAA850 act	HGIII-sPLA2 inh	NR1D1 modulator
C/C(=N\NC(=O)c1ccco1)c1ccc(-c2ccccc2)cc1	1.5	-4	2	1.3	13*	-1.4	1.6	0.0	1.9	-3	-1
O=C(Nc1ncccc1O)c1ccc(S(=O)(=O)NCc2ccco2)cc1	0.1	-2	-1	4.3*	21*	0.0	3.9	-0.3	5.7	-5	-4

New compounds follow
SMILES	hcDAF12 agonist	PLCb3 inh	SMARCA2 act	DAX1 inh-1	hgDAF-12 ag	PG9 binder	DAX1 inh-2	ssDAF12 agonist	FXN GAA850 act	HGIII-sPLA2 inh	NR1D1 modulator
CSc1ccc(CN(C)C(=O)CSCC(=O)Nc2ccc(C)cc2)cc1	-2.0	-7	-1	0.8	1.4	-1.5	0.7	-1.0	0.8	-4	7
O=C(N/N=C/c1ccsc1)c1ccccn1	6.3*	-9	2	5.7*	13*	1.3	5.0*	0.6	5.5	0	1
CC(=O)OCCNC(=O)Cn1cnc2c1c(=O)n(C)c(=O)n2C	-0.1	3	1	-0.2	4.2	1.9	0.9	-1.0	0.4	3	0
Cc1ccccc1C1CCCN(C(=O)c2cc(COc3c(F)cccc3F)on2)C1 (stereo unspecified)	-2.3	-4	-5	-0.5	-2.7	0.3	-1.6	-1.5	-0.5	-3	9
COc1ccc(C2/C(=C(/O)c3ccc(F)cc3)C(=O)C(=O)N2c2ccccn2)cc1OC (stereo unspecified)	0.1	-8	-1	0.1	2.1	1.6	-0.4	-0.6	0.0	-4	0
COC(=O)C1CN(C2CCCC2)CCS(=O)(=O)N1Cc1cn(Cc2ccc(Cl)cc2)nn1 (stereo unspecified)	-2.0	2	-1	0.0	1.0	·	·	-1.7	·	-3	-4
O=C(CC(c1ccccc1)C1CCCCC1=O)c1ccco1 (stereo unspecified)	-1.0	-1	-1	-0.3	1.8	0.8	-0.4	-1.5	-0.3	-3	-1
CCCCNC(=S)NNC(=O)c1c(Cl)c(C)nn1C	-1.6	3	-1	0.3	1.2	-3.5	-0.3	-0.7	0.2	5	-2
COCCNC(=O)c1cc(-c2ccccc2OC)on1	-0.2	-12	-1	2.5	5.7	-1.4	1.3	-1.5	-0.7	7	-5
Cc1cc(OCC(=O)N(C)Cc2ccccc2)ccc1Cl	4.4	-7	4	0.8	8.6	-1.7	1.7	1.6*	5.0	-2	1
CCOC(=O)CNc1c(-c2ccc(OC)cc2)nc2ccc(Cl)cn12	-0.2	i	1	1.6	6.2	-4.1	1.0	-0.9	8.0*	5	1
O=C(NCC(c1cccs1)N1CCOCC1)c1ccc(Cl)c([N+](=O)[O-])c1 (stereo unspecified)	-0.8	2	-1	0.5	0.9	-1.3	-0.9	-0.8	-1.5	3	-1
CCOc1ccccc1C(=O)NCC(=O)OCC(=O)N1C(C)CCCC1C (stereo unspecified)	1.0	1	-3	0.1	-1.9	-1.6	-0.6	-0.5	-1.0	-2	0
O=C(NCCN1CCOCC1)N1c2ccccc2Sc2ccccc21	-1.3	-2	-4	-0.2	-1.0	-0.2	0.1	-1.2	-1.8	-3	4
CC1CN(C(=O)Nc2ccc(F)cc2)C2(CCCCCC2)O1 (stereo unspecified)	-0.8	1	0	-0.1	-0.3	-0.7	3.4	-1.4	1.0	13	-11
CCN1CCN=C1Nc1ccccc1	-0.5	0	0	-0.1	2.1	1.4	0.1	-1.0	-0.4	2	4
CC12CCCCC1(O)[N+](=O)C1=C(CCCC1)N2[O-] (stereo unspecified)	-0.8	-3	0	-0.4	0.3	-3.3	1.1	0.0	0.0	1	-2
COC(=O)CSc1nnc(CCc2ccccc2)n1C	-0.4	-3	-1	0.2	-0.4	-2.0	0.0	-1.7	1.1	0	-3
O=C(O)C1C2OC3C(OC(=O)C31)C2Br (stereo unspecified)	-0.4	1	-2	-0.3	2.4	0.5	1.8	-0.8	-1.1	2	-4
CC(NC(=S)Nc1ccccc1)C(c1cccs1)N1CCOCC1 (stereo unspecified)	0.4	-6	0	0.0	-4.2	-0.2	0.7	-1.1	1.1	17	4
Cc1cccc(CN2CCc3c([nH]c4ccccc34)C2C(C)(C)C)n1 (stereo unspecified)	1.4	-117	-3	-0.3	1.3	-2.6	0.7	-0.3	1.1	-8	-1
CCCCCCCCCNC(=O)[C@H](NC(=O)COc1ccccc1)[C@@H]1NC(C(=O)OC)C(C)(C)S1 (stereo partly specified)	-0.9	0	1	1.0	0.5	1.0	2.9	-0.6	-0.5	-7	5
O=C(Nc1nnc(C2CCCC2)s1)C1CCN(S(=O)(=O)c2ccc(Cl)cc2)CC1	-2.6	2	3	-0.1	-1.3	0.7	0.2	-1.8	0.6	0	-3
COC(=O)C1=C(C)NC(=S)NC1c1ccc(OC(=O)c2ccco2)cc1 (stereo unspecified)	-1.6	-9	-2	-0.7	-6.2	0.7	1.3	-1.6	-0.6	11	-1
CCN(CC)C(=O)Cn1cc(C(=O)C(=O)N2CCN(c3ccccc3)CC2)c2ccccc21	-0.3	-7	-2	0.1	-2.8	0.2	0.3	-0.1	-0.8	-3	7
CCNc1nc(Oc2ccc(C(=O)OC)cc2)nc(N(C)C)n1	-1.1	0	-1	1.0	-2.2	-0.7	-0.7	-1.4	3.7	1	-4
Cc1ccc(C(=O)CC2(O)C(=O)N(C)c3ccccc32)s1 (stereo unspecified)	4.5	-3	-1	-0.3	-1.3	-0.5	-1.8	-1.1	0.4	4	5
CCOC(=O)CC1C(=O)NCCN1C(=O)c1ccc(Cl)cc1 (stereo unspecified)	-0.3	-7	-3	-0.2	-0.8	-1.3	-0.3	-1.5	-1.2	7	-13
O=C(NC1CCCN(Cc2ccc(Cl)cc2)C1)c1cccc(N2CCCC2=O)c1 (stereo unspecified)	-3.0	-7	-3	-1.3	-3.1	-4.1	0.7	-0.9	-3.0	6	1
Cc1onc(-c2ccccc2)c1C(=O)N1CCN(c2ccccc2)CC1	0.5	-6	-1	-1.3	-1.5	0.9	0.5	-1.2	-1.0	7	0
Cc1cc(NC2CCCCC2)nc(-c2ccccc2O)n1	-0.6	-205	2	0.2	0.3	-0.6	0.8	-1.3	1.1	-2	7
CSC1=NCCN1C(=O)Cc1ccc(-c2ccccc2)cc1	1.7	-8	-2	0.3	5.5	-1.2	0.5	-1.6	1.7	-4	-2
CC(C(=O)NCC1CCCO1)N(C(=O)c1snc(C(N)=O)c1N)c1ccccc1 (stereo unspecified)	0.4	-94	-1	-0.3	-1.5	2.2	-1.0	-1.9	0.0	2	1

Screens (PubChem)
